# APP 5UTR inh: APP translation inhibition | SH-SY5Y APP 5'UTR-luciferase reporter, luminescence | inhibition, % at 2 µM | 190,000 compounds, 0.82% hits | AID 1285;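 active = inhibition above a set limit, derived from the sample mean plus 3 SD, cut at about 45% in these data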; also: values of inactives mirror those of a sister screen read the other way
# NF-kB expr up: NF-kB expression increase, human neuronal cells; NF-kB reporter expression; stronger effect = higher value; fold change at 12.5 µM; 190,000 compounds, 1.6% hits; in the data active = fold change above about 3.3
# FLuc act counter: affects firefly luciferase, flagging false hits in luciferase stimulation screens; activation factor at 10 µM; AID 1027; P08659; 200,000 tested, under 10 active; ATPlite luciferase biochemical, luminescence, 10 min; 0 = ATP-free wells, 1 = DMSO control;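 active = luciferase activation factor, scaled between plate controls, of at least 2 with compound at 10 µM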
# Target sequence (P08659 whole entry, looked up): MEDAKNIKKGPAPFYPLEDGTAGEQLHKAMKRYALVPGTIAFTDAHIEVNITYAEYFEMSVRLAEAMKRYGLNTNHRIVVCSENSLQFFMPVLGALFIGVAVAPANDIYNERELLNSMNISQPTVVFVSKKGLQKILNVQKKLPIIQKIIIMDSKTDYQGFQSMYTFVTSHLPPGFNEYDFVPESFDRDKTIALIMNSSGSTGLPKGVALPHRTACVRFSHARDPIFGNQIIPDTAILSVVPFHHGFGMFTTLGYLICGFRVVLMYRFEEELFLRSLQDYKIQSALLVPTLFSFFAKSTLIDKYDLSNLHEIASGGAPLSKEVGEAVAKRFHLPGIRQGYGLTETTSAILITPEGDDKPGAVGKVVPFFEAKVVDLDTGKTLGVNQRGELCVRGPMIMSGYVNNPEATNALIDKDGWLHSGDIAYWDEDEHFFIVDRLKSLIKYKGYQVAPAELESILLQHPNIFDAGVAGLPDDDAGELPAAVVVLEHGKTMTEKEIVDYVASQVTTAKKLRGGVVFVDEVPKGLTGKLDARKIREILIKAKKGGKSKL
#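 assay system = Luciferase/luciferin detection reagent, cell-free biochemical luciferase assay | also added = ATP substrate | times = 10 min post-reagent at room temperature | measured by = luminescence from luciferase reaction | measure = luciferase activation, seen as luminescence increase over controls | benchmarks = low control with PBS replacing ATP, high control enzyme plus ATP without compound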
# G6PDH counter: inhibits Leuconostoc G6PDH, flagging false hits in G6PDH-based assays. Purified L. mesenteroides G6PDH, diaphorase/resazurin coupled fluorescence, 45 min. inhibition, % at 5 µM. 200,000 compounds, 0.12% hits; in the data active = inhibition above about 50%
# APP 5'UTR act: APP 5'UTR luciferase reporter activation; SH-SY5Y APP 5'UTR luciferase reporter, luminescence; zero percent = DMSO vehicle wells; AID 1276; activation, % at 2 µM; 190,000 compounds, 1% hits;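 active = activation above a set limit, based on mean plus 3 SD of controls, cut at about 140% in these data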; also: values of inactives mirror those of a sister screen read the other way
# FLuc inh counter: Photinus pyralis luciferase inhibition counter-screen; P08659; ATPLite firefly luciferase biochemical luminescence, 10 min; inhibition, % at 10 µM; 200,000 compounds, 1.5% hits; AID 1006;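 active = inhibition above about 50% when tested at 10 µM, limit read from the data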
# Efa HMGR inh: inhibitors of class II HMG-CoA reductase from Enterococcus faecalis; purified E. faecalis HMGR, NADPH absorbance 340 nm kinetic; inhibition, % at 10 µM; 190,000 compounds, 0.41% hits;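 active = inhibition above a set limit, the median over all tested compounds plus 3 SD, cut at about 9.5% in these data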;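 also: enzyme runs in reverse so mevalonate oxidation gives rising NADPH absorbance; 0% = complete reaction with DMSO and 100% = background rate lacking mevalonate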
# Hsp70 activator: Hsp70 transcriptional activation, primary screen. HeLa Hsp70 promoter luciferase reporter, luminescence; scaled: vehicle 0, proteasome-inhibitor control 100%. activation, % at 10 µM. 200,000 compounds, 0.04% hits. AID 1203;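 active = activation above the mean across all tested compounds plus 3 SD, cutoff set per campaign, cut at about 5.5% in these data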;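 also: 100% = MG132 at 30 µM as the positive control and 0% = DMSO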
# DTT redox prof: compounds producing H2O2 with reducing agent – biochemical, NIH compound library profiling, artefact control for MLSCN library redox annotation, primary screen | DTT-dependent redox cycling H2O2, phenol red/HRP absorbance; 100% = 100 µM peroxide control, 0% = buffer | activation, % at 10 µM | 200,000 compounds, 0.03% hits | AID 878;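 active = activation of at least 50% relative to the plate's high and low controls in the primary single-dose screen; inactive = activation below 50%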;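 also: compound incubated with DTT at 0.8 mM final as the reducing agent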
# STAT1 activator: activators of IFN-gamma induced STAT1 signaling. NIH 3T3 STAT1-luciferase reporter, luminescence; 100% = IFN-gamma alone, no compound. activation (% of control), % at 5.5 µM. 200,000 compounds, 2.6% hits. AID 932;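 active = activation above the screen-wide mean activation plus 3 SD, cut at about 130% in these data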;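 also: raw ratio to IFN-gamma control signal so 100% means no change and 0% no light; values of inactives mirror those of a sister screen read the other way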
# Starred values were filed as active, the others as inactive.
1	N#Cc1c(N)nc2c(c1-c1ccccc1)CCCC2
2	Cc1ccc(NC(=O)CCNS(=O)(=O)c2ccc3c(c2)oc(=O)n3C)cc1
3	Cc1cccc(N2C(=O)/C(=C\c3ccc(C(=O)O)cc3)c3ccccc3C2=O)c1
4	O=[N+]([O-])c1cc(Br)c(O)c(/C=N/Nc2nc3ccccc3s2)c1
5	O=S(=O)(c1ccc(NC(=S)N2CCN(c3ccc(O)cc3)CC2)cc1)N1CCOCC1
6	COC(=O)c1ccc(Cl)c(NC(=O)Cc2ccccc2[N+](=O)[O-])c1
7	O=C(O)C1CCCN1S(=O)(=O)c1ccc(Br)s1 (centres undefined) (tested in a mixture with another compound)
8	Cc1ccc(NC(=O)c2sccc2-n2cccc2)c(Cl)c1

Assay by compound	1	2	3	4	5	6	7	8
APP 5UTR inh	-39	-2	-4	-12	-30	6	4	-24
NF-kB expr up	1.1	1.2	0.99	0.65	2	0.99	1.3	1.2
FLuc act counter	1	0.8	1.1	1	1.1	1.1	1.1	1
G6PDH counter	-2	-2	0	-12	4	-8	-10	-3
APP 5'UTR act	39	3	5	13	30	-6	-4	24
FLuc inh counter	-3	16	-5	1	-6	-6	-5	2
Efa HMGR inh	-6	-3	-2	8	-2	-10	-1	-10
Hsp70 activator	-0.2	-0.1	-0.3	-0.3	0.0	-0.3	0.3	0.1
DTT redox prof	1.0	2.5	-0.1	0.7	-0.6	0.2	-0.3	1.0
STAT1 activator	106	113	102	99	89	100	99	109

# Record cards, from the list above. Values in the order: APP 5UTR inh, NF-kB expr up, FLuc act counter, G6PDH counter, APP 5'UTR act, FLuc inh counter, Efa HMGR inh, Hsp70 activator, DTT redox prof, STAT1 activator
# Cc1ccc(NC(=O)c2sccc2-n2cccc2)c(Cl)c1 in the list: -24, 1.2, 1, -3, 24, 2, -10, 0.1, 1.0, 109
# O=[N+]([O-])c1cc(Br)c(O)c(/C=N/Nc2nc3ccccc3s2)c1 in the list: -12, 0.65, 1, -12, 13, 1, 8, -0.3, 0.7, 99

# Next records follow.
9	O=C(O)c1ccc(CSc2ncn[nH]2)cc1
10	COc1ccc(S(=O)(=O)NCC2CCCN(C(=O)CNC(C)=O)C2)cc1 (centres undefined)
11	CCOC(=O)C1(CCOc2ccccc2)CCN(Cc2cnc(C)[nH]2)CC1
12	Cn1c(=O)oc2cc(S(=O)(=O)N3CCC(C(=O)NCc4cccs4)CC3)ccc21
13	COc1ccc(OCc2nc(C#N)c(NCCCn3ccnc3)o2)cc1
14	Cn1c(-c2ccc(F)cc2)cnc1NCc1ccc(C#N)cc1
15	Cc1cc(/C=C2\SC(N)=NC2=O)c(C)n1-c1ccc(F)cc1
16	c1ccc(CCNc2c3c(nc4ncnn24)CCC3)cc1

Assay by compound	9	10	11	12	13	14	15	16
APP 5UTR inh	4	-5	6	6	-24	0	-13	-3
NF-kB expr up	1.1	1.1	1.1	1.2	1.4	1.1	1.8	1.2
FLuc act counter	1	1.1	1.1	1.1	1	1	0.6	1
G6PDH counter	-14	12	6	6	-8	12	12	4
APP 5'UTR act	-4	5	-5	-6	24	0	13	3
FLuc inh counter	-3	-10	-9	-8	-2	0	40	-3
Efa HMGR inh	-4	0	0	-2	-4	-4	-4	-1
Hsp70 activator	-0.2	0.0	0.0	0.5	-0.2	-0.3	-0.3	0.0
DTT redox prof	1.0	-0.1	-3.2	-1.3	-0.5	-3.2	0.0	1.5
STAT1 activator	105	101	98	93	112	95	107	98

17	O=C(COc1ccccc1C(=O)NCC1CCCO1)Nc1ccc(Br)cc1 (centres undefined)
18	Cn1c2c(c(=O)n(C)c1=O)C1(C(=O)Nc3ccccc31)C(C#N)=C(N)O2 (centres undefined)
19	CCOc1cc(C(=O)N2CCc3cc(OC)c(OC)cc3C2)ccc1OC(F)F
20	CN1Cc2sc(N)c(C#N)c2CC1(C)C
21	O=C(O)CSCC(=O)Nc1ccc(C(F)(F)F)cc1
22	Cc1ccc(OCc2nnc(SCC(N)=O)n2N)cc1
23	C=CCOC(=O)C1=C(C)N=C2SCCC(=O)N2C1/C=C/c1ccccc1OC (centres undefined)
24	CCOC(=O)Cn1cc(C(=O)OC)c2ccccc21

Assay by compound	17	18	19	20	21	22	23	24
APP 5UTR inh	4	-4	95*	-10	-2	-12	-8	-3
NF-kB expr up	1.2	0.95	4.2*	0.63	1.2	1.2	1.2	1
FLuc act counter	1.1	1	1	1	1	0.9	1	1.1
G6PDH counter	2	24	4	9	11	6	8	1
APP 5'UTR act	-4	4	-95	10	2	12	8	3
FLuc inh counter	-7	-2	4	-3	-3	6	-4	-8
Efa HMGR inh	0	-6	-1	2	0	-7	-3	-5
Hsp70 activator	-0.1	-0.2	-0.4	-0.5	0.1	0.4	-0.1	-0.1
DTT redox prof	-0.6	-3.2	2.3	-0.1	-0.4	-2.3	-0.6	1.9
STAT1 activator	100	86	91	97	102	97	101	103

25	CCCC(=O)NCCc1cc2ccc(OC)cc2[nH]c1=O
26	S=C(NC1CCCCC1)N(CCc1ccccc1)CCc1ccccc1
27	O=C1SCC(c2ccc(Cl)cc2Cl)=NN1Cc1nnc(-c2ccccc2)o1
28	CCN(CC)CCNC(=O)c1c(C)n(-c2ccccc2)c2cc(Br)c(OC)cc12
29	CC(=O)/C(=N/Nc1ccccc1Cl)Sc1nnc(C(O)c2ccccc2)n1-c1ccccc1 (centres undefined)
30	COc1cccc(-c2cc(C(=O)Nc3cc(C)n(Cc4ccc(Cl)cc4)n3)no2)c1
31	COC(=O)c1ccc(NC(=O)Cn2c(-c3nonc3N)nc3ccccc32)cc1
32	Cc1ccc(O)c(/C=N/NC(=O)C2=NNC(c3ccccc3)(c3ccccc3)C2)c1

Assay by compound	25	26	27	28	29	30	31	32
APP 5UTR inh	-6	10	-12	4	-13	-4	12	78*
NF-kB expr up	1.2	0.9	0.85	0.73	1.2	1	1.5	0.8
FLuc act counter	1	1.1	1.1	1	1.1	1.1	1	1
G6PDH counter	-13	-6	18	11	-12	-53	10	4
APP 5'UTR act	6	-10	12	-4	13	4	-13	-78
FLuc inh counter	-4	-7	-11	-2	-5	-7	-4	0
Efa HMGR inh	0	1	2	1	-3	-10	1	1
Hsp70 activator	-0.5	-0.2	-0.5	-0.3	-0.4	0.0	0.3	-0.1
DTT redox prof	-0.3	0.4	2.8	1.1	0.3	-0.2	0.4	1.1
STAT1 activator	98	106	103	99	99	103	104	116

33	CCOC(=O)c1c(C)[nH]c(C(=O)NNC(=O)c2ccc(C(C)(C)C)cc2)c1C
34	CCOc1ccc(=O)n(-c2ccccc2)n1
35	Cc1ccccc1C(=O)NCCN=C1NS(=O)(=O)c2ccccc21
36	COc1ccc(-c2csc(NC(C)=O)n2)cc1OC
37	Cc1cc(OCCCC(=O)NC2=NCCS2)ccc1Cl
38	CCCc1cc(=O)[nH]c(SCCN2C(=O)c3ccccc3C2=O)n1
39	Cn1ncc2c1ncn1nc(CCc3ccccc3)nc21
40	O=C(Cn1ncc2c1-c1ccccc1OC2)Nc1ccc(Cl)cn1

Assay by compound	33	34	35	36	37	38	39	40
APP 5UTR inh	0	-4	14	-8	2	-14	-29	-11
NF-kB expr up	0.89	1.2	1.1	1	0.98	1.1	3.8*	2.1
FLuc act counter	1	1	1	0.9	1.1	1	0.9	1
G6PDH counter	-9	14	-8	-4	5	2	6	-14
APP 5'UTR act	0	4	-14	8	-2	14	29	11
FLuc inh counter	5	-2	0	11	-5	-4	10	0
Efa HMGR inh	-6	-4	1	-1	0	1	-2	-4
Hsp70 activator	-0.2	-0.3	-0.1	0.0	-0.3	-0.2	2.2	-0.2
DTT redox prof	0.5	2.1	-0.9	2.6	-0.1	0.5	-0.4	-0.5
STAT1 activator	86	98	110	102	93	93	142*	100

41	COc1ccc(NC(=S)NC2CCCCC2)c(OC)c1
42	CC(=O)Nc1ccc(S(=O)(=O)Nc2nc(-c3ccc(C(C)(C)C)cc3)cs2)cc1
43	CCOC(=O)C1=C(C)NC(=O)NC1c1ccc(N(C)C)cc1 (centres undefined)
44	CC1CCC(N2CCN(S(C)(=O)=O)CC2)CC1 (centres undefined)
45	CN1CCN(C(=O)CSc2nc(-c3ccncc3)ccc2C#N)CC1
46	COCCNC(=S)N(Cc1cccs1)Cc1cc2cccc(C)c2[nH]c1=O
47	Nn1c(SCC(=O)Nc2ccc3c(c2)OCO3)nnc1-c1cccc(Cl)c1
48	COc1ccc(OC)c(NC(=O)CC2C(=O)NCCN2C(=O)Nc2cccc(Cl)c2)c1 (centres undefined)

Assay by compound	41	42	43	44	45	46	47	48
APP 5UTR inh	4	-14	10	-8	-6	-32	-11	-4
NF-kB expr up	0.99	0.89	1.1	1.2	0.98	0.76	1.2	0.81
FLuc act counter	1.1	1.1	1	1.1	1.1	1	1.1	1.1
G6PDH counter	-5	-6	-12	2	10	11	-2	-2
APP 5'UTR act	-4	14	-10	8	6	32	11	5
FLuc inh counter	-7	-6	-4	-7	-7	2	-9	-8
Efa HMGR inh	-13	2	-4	-1	-3	3	-7	-4
Hsp70 activator	-0.3	-0.2	-0.1	-0.1	0.0	-0.2	0.2	-0.4
DTT redox prof	0.2	0.0	-0.7	-0.8	-0.5	-0.4	-1.8	0.3
STAT1 activator	99	99	85	108	99	102	101	96

49	N#Cc1ccc(CSC2=NCCN2)cc1
50	O=c1c2ccccc2nc2ccc(N3CCOCC3)nn12
51	O=C(NCCCN1CCOCC1)C(C(=O)NCCCN1CCOCC1)c1ncc(C(F)(F)F)cc1Cl
52	Cc1cccc(C)c1-n1c(C)nn(CC#N)c1=O
53	Cc1nnc(NC(=O)CC(CN(C)S(=O)(=O)c2ccccc2)c2ccccc2)s1 (centres undefined)
54	CC(C)CNC(=O)CSc1nc(-c2cccs2)cc(C(F)(F)F)n1
55	CCC(C)NS(=O)(=O)c1ccc(OCC(=O)NCc2ccccn2)cc1 (centres undefined)
56	CCOC(=O)c1c(N)nn(C(=O)c2ccccc2F)c1-c1ccc(OC)cc1

Assay by compound	49	50	51	52	53	54	55	56
APP 5UTR inh	-2	-20	-2	3	-4	6	-5	10
NF-kB expr up	1.1	1.7	1.2	1.1	0.85	1.2	1.1	1.2
FLuc act counter	1	0.7	1.1	1.1	1.1	1.1	1	1.1
G6PDH counter	10	1	5	-1	4	7	13	2
APP 5'UTR act	2	20	2	-3	4	-6	5	-10
FLuc inh counter	-3	26	-9	-8	-11	-5	-4	-6
Efa HMGR inh	-5	3	-2	-4	-2	-3	-6	-3
Hsp70 activator	0.2	-0.2	-0.3	-0.3	-0.4	-0.2	-0.4	-0.2
DTT redox prof	0.5	-7.6	0.0	-0.7	-1.4	0.8	-0.1	0.1
STAT1 activator	122	112	93	98	92	100	105	101

57	Cc1ccc(CS(=O)(=O)Cc2ccc(C(=O)NCc3cccnc3)o2)cc1
58	O=C(C1CC1)N1CCc2cc(Br)cc(S(=O)(=O)N3CCOCC3)c21
59	CNC(=S)NNC(=O)c1sccc1OCc1ccc(C)cc1
60	Clc1ccc(-c2c[n+]3c(n2-c2ccccc2)SCC3)cc1

Assay by compound	57	58	59	60
APP 5UTR inh	-15	-20	-23	-18
NF-kB expr up	1	0.52	1.3	0.88
FLuc act counter	1.1	1.1	1	1
G6PDH counter	4	-11	-1	-1
APP 5'UTR act	15	20	23	18
FLuc inh counter	-6	-6	-4	2
Efa HMGR inh	-2	-1	-4	-5
Hsp70 activator	-0.2	-0.5	-0.1	-0.3
DTT redox prof	-0.3	0.8	-8.5	-1.3
STAT1 activator	96	93	100	82

# Compound activity as filed in PubChem.

# Compounds were not picked by outcome; 5.3% or so of the library scored in one or more.
